Screens: PubChem BioAssay, several laboratories
IDE act – IDE (human) activation, cell-based. HEK cells, FAbeta-B cleavage, fluorescence polarization; 0% vehicle, 100% cell-free pure enzyme wells. activation, % at 5.96 µM. 340,000 tested, 0.073% active;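 active = activation above the mean of all tested compounds plus 3 SD, set per screening campaign, cut at about 17% in these data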
IMP-1 inh – inhibitors of Pseudomonas aeruginosa IMP-1 metallo-beta-lactamase. purified IMP-1, nitrocefin hydrolysis, epi-absorbance fluorescence. inhibition, % at 5.6 µM. AID 1556. 290,000 tested, 0.45% active;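 active = inhibition above the mean plus 3 SD of all compounds in the same screening run, cut at about 4.5% in these data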;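 note: 0% = IMP-1 with DMSO and 100% = DMSO wells lacking enzyme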
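system = purified recombinant IMP-1 beta-lactamase | amount = 0.2 nM IMP-1, as dispensed | medium = HEPES buffer pH 7.1 with ZnSO4 and Brij 35 | times = 25 °C, 15 min preincubation, 25 min reaction | detection = plate fluorescence quenching by hydrolysis product, ex 480/em 530 nm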
CRFBP-R2 block – blocks CRF-induced signaling of the CRF-BP/CRF-R2 complex. HEK293 CRF-R2/CRF-BP, CRF-induced calcium fluorescence. inhibition, % at 11.8 µM. 350,000 tested, 0.59% active;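 active = inhibition of the ligand-induced calcium signal above about 50% at the single tested concentration, limit read from the data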
GalR3 antag – antagonists of human GalR3. O60755. HEK293 GalR3-CNG cAMP membrane potential fluorescence; galR3 body fused to GalR1 C-terminus. inhibition, % at 3 µM. 360,000 tested, 0.44% active;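 active = inhibition above the screen-wide average plus 3 SD, cut at about 13% in these data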;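 note: forskolin and galanin both at EC90 stimulate the cells; cAMP rise reported by CNG channel membrane potential dye signal; 0% = forskolin plus galanin with DMSO and 100% = forskolin alone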
Target sequence (O60755 1-299 limits assumed): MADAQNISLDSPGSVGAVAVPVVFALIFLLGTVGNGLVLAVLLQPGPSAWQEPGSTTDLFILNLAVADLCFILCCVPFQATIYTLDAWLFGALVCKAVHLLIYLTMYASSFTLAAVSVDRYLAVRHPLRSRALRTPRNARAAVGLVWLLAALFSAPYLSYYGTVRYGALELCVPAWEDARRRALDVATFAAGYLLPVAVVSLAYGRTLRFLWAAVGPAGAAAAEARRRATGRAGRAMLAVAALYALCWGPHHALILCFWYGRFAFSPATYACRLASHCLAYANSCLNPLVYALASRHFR
p-CIP stab down – p/CIP protein destabilization. decrease of EGFP signal, % at 10 µM. 290,000 tested, 0.01% active. F442A p/CIP-EGFP cells, EGFP fluorescence, 16 h. AID 1984. Q05BA5;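 active = EGFP signal decrease of at least 30% at 10 µM or well 3 SD below plate mean, unless failing retest; inactive = the rest, including hits failing retest or dose response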; note: some compounds called inactive have numbers as strong as hits; many of its hits are not listed in these tables
UBC9 SUMO inh – blocks human SUMOylation mediated by UBC9. 290,000 tested, 0.36% active. AID 2006. inhibition, % at 35 µM. HTRF SUMOylation assay, SAE1/SAE2 + UBC9, in vitro. P63279; in the data active = inhibition above about 50%, passing the limit was not always enough; note: strong numbers were not always called active
Target sequence (P63279 whole entry, looked up): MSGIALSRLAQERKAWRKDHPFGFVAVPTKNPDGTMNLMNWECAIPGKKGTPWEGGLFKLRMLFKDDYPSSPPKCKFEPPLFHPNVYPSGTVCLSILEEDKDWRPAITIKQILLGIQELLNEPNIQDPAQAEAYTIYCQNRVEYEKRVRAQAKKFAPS
VIM-2 inhibitor – inhibitors of Pseudomonas aeruginosa VIM-2 metallo-beta-lactamase. purified VIM-2, nitrocefin hydrolysis, epi-absorbance fluorescence. inhibition, % at 5.6 µM. 290,000 tested, 0.89% active. AID 1527;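 active = inhibition above the mean of all tested compounds plus 3 SD, cutoff set per screening run, cut at about 7.5% in these data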;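 note: red hydrolysis product quenches plate fluorescence so inhibitors raise well fluorescence; 0% = enzyme with DMSO and 100% = DMSO without enzyme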
NS3 helicase inh – blocks Hepatitis C virus NS3 helicase unwinding; NS3 helicase DNA unwinding, Cy5 molecular beacon fluorescence; inhibition, % at 10.9 µM; 290,000 tested, 0.56% active;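 active = inhibition above the mean of all tested compounds plus 3 SD, set per campaign, cut at about 35% in these data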;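 note: 0% = DMSO wells and 100% = thioflavine S control wells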
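Compound dosing – single dose, 10.9 µM nominal final, DMSO 0.8% final · System – NS3 helicase fragment of HCV · Buffer or medium – MOPS pH 6.5, MgCl2, DTT, Tween20, BSA · Signal – Cy5 beacon fluorescence read at start and 1 h · Also added – annealed dual-labelled DNA beacon duplex, ATP-started · Schedule – 1 h at 25 °C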
IDE inh – cellular human IDE inhibition; inhibition, % at 5.59 µM; AID 434962; HEK cells, FAbetaB cleavage, fluorescence polarization; P14735; 320,000 tested, 0.41% active;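 active = percent inhibition above the average of all tested compounds plus 3 SD, set per screening campaign, cut at about 16% in these data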;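 note: IDE supplied by intact live HEK cells; FP after avidin binding of uncleaved biotin substrate so inhibition keeps polarization high; 0% = DMSO wells and 100% = 60 µM reference IDE inhibitor Ii1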
Active calls of the source: *; · = not tested or not shown.

SMILES	IDE act	IMP-1 inh	CRFBP-R2 block	GalR3 antag	p-CIP stab down	UBC9 SUMO inh	VIM-2 inhibitor	NS3 helicase inh	IDE inh
O=C(Nc1ccc2c(c1)OCO2)C1CC1(Cl)Cl (stereo not given)	3	·	14	-9	·	·	·	·	1
S=C(NCCc1ccccc1)Nc1ccc(Br)cc1	3	-4.4	6	-8	-13	0	-4.1	-12	3
COC(=O)c1ccccc1NC(=O)Cn1cnc([N+](=O)[O-])c1	-1	-2.5	4	-3	-1	18	-1.8	12	-2
Cc1csc(NC(=O)CCNC(=O)c2ccc([N+](=O)[O-])cc2)n1	5	-3.1	-2	0	9	-7	-3.3	9	0
COCCOCC(O)CN1CCN(c2ccccc2)CC1 (stereo not given)	3	2.4	13	-2	-95	9	-1.7	2	10
CCOc1ccc(C(=O)N2CCN(C(=O)c3ccco3)CC2)cc1OCC	-3	-4.7	6	-8	-1	-5	0.8	3	1
O=C1CCCc2c1[nH]c1ccc(Br)cc21	-2	-1.2	-10	0	4	-1	-1.5	-8	6
CCc1noc(C)c1C(=O)Nc1cc(Cl)ccc1-n1cncn1	3	·	1	-3	·	·	·	·	-3
Cc1ccc(C(=O)NCC(=O)OCCCOC(=O)CNC(=O)c2ccc(C)c(C)c2)cc1C	-6	·	7	-3	·	·	·	·	-1
COc1ccc(OC)c(-c2csc(NC(=O)C3CSC4(C)CCC(=O)N34)n2)c1 (stereo not given)	5	·	-8	-2	·	·	·	·	-2
Cn1nc(-c2ccccc2)c(CN2CCN(c3ncccn3)CC2)c1Cl	5	-3.5	-30	-6	6	12	-1.8	2	3
CCOc1ccc(C(=S)N2CCCC2)cc1OC	5	-4.7	7	-1	-5	6	0.7	4	0
COc1ccc(Nc2nccc(-c3ccc([N+](=O)[O-])cc3)n2)cc1	0	-0.2	-25	-12	-2	-17	0.7	2	1
CC(=O)NCCn1c(SCC(=O)c2ccc(Cl)cc2)nc2ccccc2c1=O	2	-0.7	-1	-2	-3	9	-1.4	6	8
O=C(CCCOc1ccccc1)Nc1ccc(Cl)cn1	10	-2.8	-12	-7	-11	-9	-0.9	-7	-1
Cc1cc(NC(=O)c2c(F)cccc2Cl)n(-c2nc3ccccc3[nH]2)n1	-1	-3.2	14	-3	9	-115	-5.8	-6	4
O=C1NCCN1C(=O)c1cccc(Cl)c1	9	-1.5	-5	-2	-15	21	-3.0	2	0
Cc1ccc(S(=O)(=O)n2cnc3ccccc32)cc1[N+](=O)[O-]	0	0.1	0	-9	-9	9	2.0	14	-2
C=CCOC(=O)C1=C[C@H](C2CCCCC2)C[C@H](OCc2ccc(CO)cc2)O1	5	·	-2	-4	·	·	·	·	-7
O=C(c1ccc(OC2CCN(CCc3ccccc3)CC2)cc1)N1CCCC(O)C1 (stereo not given)	9	-1.9	8	-4	4	-1	-0.6	5	2
OCC1(Cc2ccc(Cl)cc2)CCN(Cc2ccc(F)c(F)c2)CC1	2	-2.0	-23	-4	-2	-2	0.3	-18	0
Cc1ccc(S(=O)(=O)NNC(=O)Nc2cccc(F)c2)c(C)c1	2	-2.6	10	-2	-9	2	-2.2	-9	3
Cc1oc2cc3oc(=O)c(CCC(=O)NCc4ccccn4)c(C)c3cc2c1C	-7	-3.1	4	-4	-21	34	-0.4	-11	1
CC(=O)N(CCCCN1C(=O)c2ccccc2C1=O)c1ccc(C)cc1	1	-2.8	8	-7	-5	9	-0.7	-7	2
CCc1cc(=O)oc2cc(C)cc(OCC(=O)C(C)(C)C)c12	7	-1.5	-15	-4	21	14	-1.0	-8	0
CO/N=C/c1ccc(N2CCN(C(=O)c3ccc(Cl)cc3Cl)CC2)c([N+](=O)[O-])c1	4	-2.7	-44	-7	-11	16	-3.5	-16	6
O=C(CCN1CCOCC1)N1CCCC(Nc2ccc(F)cc2)C1 (stereo not given)	0	-0.5	-7	-10	10	4	0.4	8	6
CCOc1ccc(CCNC(=O)CS(=O)Cc2nc(-c3ccccc3C)oc2C)cc1OCC (stereo not given)	4	-2.9	-4	7	10	11	-2.3	-3	3
CCNC(=O)NC(=O)C(C)OC(=O)CCCc1nc2ccccc2s1 (stereo not given)	3	-0.2	-3	2	13	2	-0.1	-17	0
COc1ccc(Cc2nnc(NC(=O)C(C)C)s2)cc1	6	-1.8	2	1	-6	15	1.0	2	9
CCCCn1c(N)c(N(CCOC)C(=O)COc2ccc(C(C)=O)cc2)c(=O)[nH]c1=O	2	·	-4	-3	·	·	·	·	5
COc1cc(O)cc(O)c1C(=O)/C=C/c1ccccc1	-2	-0.1	3	2	-2	-1	0.6	2	7
CC(NC(=O)Nc1nnc(C(F)(F)F)s1)(C(F)(F)F)C(F)(F)F	5	-0.8	28	81*	4	11	-2.5	3	-3
O=C(Nc1cccc2c1C(=O)NC2=O)c1ccc(N2C(=O)CCC2=O)cc1	6	2.0	26	-2	-3	9	-0.2	5	11
Cc1cc(C)cc(N(CC(=O)Nc2ccc(C(F)(F)F)cc2)S(=O)(=O)c2c(C)[nH]c(=O)[nH]c2=O)c1	3	-1.0	-6	-7	-10	-1	-3.7	-15	2
O=C(CSc1nnc(-c2ccncc2)n1Cc1ccccc1)NCCc1ccccc1	0	-2.9	14	2	0	-6	-3.4	-1	0
c1ccc(C2Nc3ccccc3C3OCCCC23)cc1 (stereo not given)	-2	-7.5	-5	-10	-10	6	-3.3	-1	5
C=CCc1c(C)nc(C)nc1N/N=C/c1ccc(N(C)C)cc1	3	-2.8	-3	-2	-6	-18	-3.4	-7	3
Cc1ccc(S(=O)(=O)C2C(=O)NC3(C)CC2c2ccccc2O3)cc1 (stereo not given)	-1	-2.7	-9	-3	-1	0	-0.9	-8	3
O=C(N/N=C/c1cccc(C(F)(F)F)c1)C1CCN(c2ncc(C(F)(F)F)cc2Cl)CC1	6	-0.4	-10	-6	-11	-1	-3.0	-6	2
CCOc1ccc(S(=O)(=O)Nc2nc3cc(OC)ccc3s2)cc1	0	-1.4	4	-6	-9	17	-2.0	20	7
CCCn1c(SCc2nc(N)nc(N3CCCCC3)n2)nc2c1c(=O)n(C)c(=O)n2C	3	-1.0	0	-1	-15	2	-0.7	2	11
O=C(Cc1ccc(Cl)cc1)OCC(=O)N1CCCCCC1	1	·	-2	-6	·	·	·	·	4
Cc1c(CN(C)C(=O)CSc2nc(-c3ccco3)cc(C(F)(F)F)n2)cnn1C	5	-2.4	6	2	-17	11	-2.0	7	2
Cc1ccc(-n2cc(CNCC3CC(=O)N(C4CC4)C3)c(-c3cccc(C)c3)n2)cc1 (stereo not given)	-2	-0.7	-5	4	7	-13	-2.2	-46	6
COc1ccccc1OCCn1cc(C#N)c2ccccc21	-1	-3.3	6	-5	3	-20	-5.5	1	2
O=C(CCCO)N/N=C/c1cc(Br)ccc1O	4	-0.6	-11	-3	3	13	-3.4	8	-4
Cc1[nH]ccc(=O)c1OCC(=O)O	8	-2.6	-7	2	-2	23	-3.6	-7	-5
COc1ccc(OC)c(C2C(C#N)=C(N)Oc3c2c(C)nn3-c2ccc(C)cc2)c1 (stereo not given)	5	-1.5	-13	-1	16	-7	-0.9	8	3
C=CCSc1cc(C)nc2c(-c3ccccc3)cnn12	0	-2.8	-15	4	6	2	-4.3	-12	8
CCn1ncc(C2=NOC(C(=O)NCc3ccccc3)C2)c1C (stereo not given)	1	-3.3	15	16*	5	-7	-1.8	-1	3
O=C(CCSc1nnc(-c2ccco2)o1)Nc1ccc(F)cc1	1	-1.6	-7	-2	10	2	-1.4	-8	8
Cc1cc(OCC(=O)OC(C)C(=O)Nc2ccc(N3CCOCC3)cc2)ccc1Cl (stereo not given)	2	·	-11	0	·	·	·	·	-5
CCCCc1ccc(NC(=S)N2CCN(C)CC2)cc1	0	-3.3	6	-2	-8	4	-0.2	-27	6
Cc1cccc(C(=O)OC(C)CN2C(C)CCCC2C)c1 (stereo not given)	2	-1.6	-7	-9	-19	1	-1.6	-10	2
Cc1ccn2c(=O)nc(SCC(=O)c3ccccc3)nc2c1	3	·	1	-2	·	·	·	·	-4
Cc1ccc(S(=O)(=O)N2CCN(C(C(=O)Nc3ccc(F)cc3)c3ccccc3)CC2)cc1 (stereo not given)	1	-3.5	0	-5	-5	-14	-4.2	27	7
Nc1ccc2[nH]ncc2c1	9	-2.6	0	·	-4	17	-2.0	-7	1
COc1cc(OC)cc(C(=O)c2c(C)c(C#N)c3ccccn23)c1	1	-2.0	1	-10	-14	-6	7.8*	13	·
CCCSc1nnc(N2C(=O)CC(c3ccsc3)C3=C2CCCC3=O)s1 (stereo not given)	-3	-1.8	-11	3	-10	-14	-0.2	-12	1
Going on with the list.
SMILES	IDE act	IMP-1 inh	CRFBP-R2 block	GalR3 antag	p-CIP stab down	UBC9 SUMO inh	VIM-2 inhibitor	NS3 helicase inh	IDE inh
O=C(O)c1ccc(NCc2ccc3c(c2)OCO3)cc1	-4	-2.4	-27	-5	5	2	-1.8	3	4
COc1ccc(NC(=O)CCCc2nc3ccccc3c(=O)[nH]2)cc1Cl	-1	·	7	2	·	·	·	·	1
O=c1c(-c2ccc3c(c2)OCCO3)coc2c(CN3CCOCC3)c(O)ccc12	-4	-3.9	-1	-1	-4	8	-0.8	4	-1
CC(C)(C)SC(C(=O)N1CCOCC1)c1ccc(Br)cc1 (stereo not given)	1	-3.6	-1	-10	-10	-2	-5.1	10	2
O=C(CCNC(=O)c1ccc(Cl)cc1)Nc1ccccc1Cl	4	-2.3	-1	-10	3	1	-3.5	-16	-1
CN(C)CCCNS(=O)(=O)c1ccc(Cl)s1	6	-2.9	8	-7	-12	12	-4.0	13	1
Cc1ccccc1OCC(=O)NC(=S)Nc1ccc2c3c(cccc13)CC2	5	-1.6	5	-5	-4	8	-1.7	0	-3
CCCCC(=O)c1c(O)c2ccccc2oc1=O	5	-2.5	0	11	-5	2	-3.0	4	8
COc1ccc(/C=C/C(=O)c2ccccn2)cc1	0	0.8	-5	-2	-42	5	9.6*	14	6
CCN(CC)CCNC(=O)c1cc(Br)c(N)cc1OC	4	·	-28	-3	·	·	·	·	-5

Quoted from the results shown (two entries):
SMILES	IDE act	IMP-1 inh	CRFBP-R2 block	GalR3 antag	p-CIP stab down	UBC9 SUMO inh	VIM-2 inhibitor	NS3 helicase inh	IDE inh
CC(C)(C)SC(C(=O)N1CCOCC1)c1ccc(Br)cc1 (stereo not given)	1	-3.6	-1	-10	-10	-2	-5.1	10	2
O=C(CCNC(=O)c1ccc(Cl)cc1)Nc1ccccc1Cl	4	-2.3	-1	-10	3	1	-3.5	-16	-1

Rewritten with the structure last: two of the compounds above
IDE act,IMP-1 inh,CRFBP-R2 block,GalR3 antag,p-CIP stab down,UBC9 SUMO inh,VIM-2 inhibitor,NS3 helicase inh,IDE inh,smiles
-1,·,7,2,·,·,·,·,1,COc1ccc(NC(=O)CCCc2nc3ccccc3c(=O)[nH]2)cc1Cl
-4,-3.9,-1,-1,-4,8,-0.8,4,-1,O=c1c(-c2ccc3c(c2)OCCO3)coc2c(CN3CCOCC3)c(O)ccc12

Rows were taken by chance, and some 3.2% of all compounds hit somewhere here.
